MT1-MMP txn act: MT1-MMP promoter reporter activation – cell-based, luciferase luminescence, primary screen; HT1080 MT1-MMP promoter luciferase reporter, overnight; hits give high values; activation factor at 10 µM; hit rate 0.16% among 86,000; AID 750, 2007;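 active means activation factor of at least 2 for MT1-MMP transcription at 10 µM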
CD11b adhes inh: inhibitors of CD11b/CD18 adhesion to fibrinogen, primary screen, K562 cells, luminescence. hit rate 0.54% among 93,000. ATPlite luminescence; Mn2+ added to activate the integrin. AID 1497, 2009. inhibition, % at 10 µM. Integrin beta-2 (Homo sapiens) + Integrin alpha-M (Homo sapiens), P05107+P11215;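 active means primary inhibition of 50% or more at 10 µM, then 40% or more on retest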; further: some results filed as inactive read as strong as hits
ERb coact inh: inhibitors of ERβ-SRC1 coactivator interaction, primary screen, biochemical, TR-FRET, ERβ LBD, SRC-1 peptide | inhibition, % at 25.6 µM | Estrogen receptor beta (Homo sapiens), Q92731 | hit rate 1.3% among 86,000 | TR-FRET ER-beta LBD / SRC1-Cy5 peptide binding; receptor agonist-loaded with 1 µM estradiol | AID 633, 2007;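 active means compounds whose percent inhibition of the receptor-coactivator binding signal exceeds about 50% in the single-dose screen, limit read from the data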;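 further: 0% = receptor plus peptide wells without compound and 100% = peptide-only wells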
Target sequence (Q92731 whole entry, looked up, the tested form may be a part): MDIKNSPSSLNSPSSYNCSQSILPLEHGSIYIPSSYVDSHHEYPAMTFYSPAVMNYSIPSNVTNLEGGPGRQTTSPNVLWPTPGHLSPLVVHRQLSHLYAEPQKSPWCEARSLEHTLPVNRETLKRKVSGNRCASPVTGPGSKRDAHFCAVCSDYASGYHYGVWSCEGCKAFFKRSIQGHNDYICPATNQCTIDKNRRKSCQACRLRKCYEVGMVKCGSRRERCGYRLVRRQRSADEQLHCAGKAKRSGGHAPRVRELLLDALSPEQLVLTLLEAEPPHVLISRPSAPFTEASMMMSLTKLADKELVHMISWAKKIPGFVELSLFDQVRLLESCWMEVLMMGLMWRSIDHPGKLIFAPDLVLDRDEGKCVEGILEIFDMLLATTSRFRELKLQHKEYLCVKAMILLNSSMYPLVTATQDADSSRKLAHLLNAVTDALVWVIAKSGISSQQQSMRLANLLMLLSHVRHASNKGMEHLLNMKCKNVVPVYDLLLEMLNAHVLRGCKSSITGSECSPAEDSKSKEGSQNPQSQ
FAK inh: FAK kinase inhibitors, primary screen, biochemical | biochemical FAK kinase activity assay | inhibition, %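 (tested at 7 µM)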 | hit rate 0.84% among 97,000 | AID 727, 2007; in the data active means inhibition above about 19%;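 further: 0% = DMSO and 100% = reference compound high control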
PLAP activator: PLAP enzyme activators, biochemical, luminescence, HTS; Alkaline phosphatase, placental type (Homo sapiens), P05187; purified PLAP enzyme, luminescent substrate read-out; hits give high values; activation fold at 20 µM; hit rate 1.2% among 96,000; AID 696, 2007; in the data active means activation fold above about 2
Target sequence (P05187 whole entry, looked up): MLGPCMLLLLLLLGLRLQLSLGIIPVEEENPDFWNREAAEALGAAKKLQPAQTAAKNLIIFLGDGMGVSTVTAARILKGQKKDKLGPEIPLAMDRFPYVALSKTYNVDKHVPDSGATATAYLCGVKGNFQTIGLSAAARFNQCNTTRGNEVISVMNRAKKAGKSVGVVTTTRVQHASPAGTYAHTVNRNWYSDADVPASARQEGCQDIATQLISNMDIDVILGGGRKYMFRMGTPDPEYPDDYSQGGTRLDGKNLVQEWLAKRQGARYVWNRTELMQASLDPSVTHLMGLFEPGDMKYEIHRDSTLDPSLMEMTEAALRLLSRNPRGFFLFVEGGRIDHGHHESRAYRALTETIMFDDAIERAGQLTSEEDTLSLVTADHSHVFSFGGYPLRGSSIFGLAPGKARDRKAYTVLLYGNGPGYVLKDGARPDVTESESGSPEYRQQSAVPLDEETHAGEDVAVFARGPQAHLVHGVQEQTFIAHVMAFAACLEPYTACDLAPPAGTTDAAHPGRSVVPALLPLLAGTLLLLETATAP
ERa coact pot: enhancers of ERα–SRC-1 coactivator binding, primary screen, biochemical, TR-FRET, ERα LBD, low estradiol | hit rate 1.3% among 86,000 | coactivator binding (% of control), % at 25.6 µM | TR-FRET ERalpha-LBD/SRC-Cy5 coactivator binding, 2 h; 100 = basal binding, no effect | Estrogen receptor (Homo sapiens), P03372; in the data active means activity above about 200%;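 further: binding measured in presence of low estradiol as agonist stimulus; 0% = peptide alone without receptor and 100% = receptor with peptide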
ERa SRC1 inh: ERα–SRC-1 coactivator interaction inhibitors, primary screen, biochemical, TR-FRET, ERα LBD, estradiol-bound; inhibition, % at 25.6 µM; hit rate 1.7% among 86,000; TR-FRET ER-alpha LBD / SRC-1 peptide; in the data active means inhibition above about 50%;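 further: 0% = receptor plus peptide control and 100% = peptide only without receptor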
E coli WT exp: growth inhibitors of wild-type E. coli, primary screen, strain BW25113, expanded library, OD600 | hit rate 0.15% among 98,000 | OD600 absorbance | growth inhibition, % at 100 µM;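 active means growth inhibition above about 50% at one test dose, limit read from the data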;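 further: growth measured after 20 h incubation at 37 °C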
Mac1 fbg enh: enhancers of CD11b/CD18 adhesion to fibrinogen, primary screen, K562 cells, luminescence. Integrin beta-2 (Homo sapiens) + Integrin alpha-M (Homo sapiens), P05107+P11215. ATPlite luminescence. activation, % at 10 µM. hit rate 0.07% among 93,000. AID 1499, 2009;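 active means 10 µM primary screen giving 50% or more activity, confirmed by 40% or more on retest at that dose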; further: strong numbers were not always called active; reference of the scale not given here
* = called active by the depositor; nt = no result given; [ ] = another dose, or the depositor's remark. Compounds were not picked by outcome; about 5.1% have a hit in one of these screens.

1) COc1ccc(OC)c2sc(NC(=O)c3ccc(S(=O)(=O)N(C)C)cc3)nc12
2) CCOC(=O)Cc1csc(NC(=O)c2sc3nc4c(C)cc(C)cc4cc3c2N)n1
3) CCCCn1c(SCC(=O)Nc2nnc(C(C)C)s2)nc2c1c(=O)n(C)c(=O)n2C
4) CCCc1[nH]nc2c1C1(CCN(C(=O)OCc3ccccc3)CC1)C(C#N)=C(N)O2
5) CCCC1C2C(=O)N(c3ccc(OC)cc3)C(=O)C2ON1c1ccccc1 (stereo unspecified)
6) O=C(CSc1nnc(CNc2ccccc2)o1)c1ccc2c(c1)OCCO2
7) Cc1ccc(C)c(S(=O)(=O)N2CCN(C(=O)c3cnccn3)CC2)c1
8) O=C(Nc1ccc(Br)cc1)c1cnccn1
9) COc1cc(-c2nnc3sc(-c4ccccn4)nn23)cc(OC)c1OC
10) CC(C)c1nc2oc3ccccc3c(=O)c2c(=O)n1-c1ccccc1
compound no.	1	2	3	4	5	6	7	8	9	10
ERa coact pot	109[fluorescence artefact?]	nt	111	108	108	112	99	103	110[fluorescence artefact?]	94
PLAP activator	1	1.3	1.7	1.1	1.4	1	1.1	1.1	nt	1.1
MT1-MMP txn act	1.1	nt	1	1.1	1.1	1.2	1.1	1.7	1	1.6
ERa SRC1 inh	-11[fluorescence artefact?]	nt	-4	2	-9	5	-10	-3	-1	2
ERb coact inh	10[fluorescence artefact?]	nt	-2	0	-18	2	-7	-1	0	-9
E coli WT exp	-1	-12	-2	0	-4	2	0	1	nt	-3
Mac1 fbg enh	-2	148	2	nt	-3	-1	-4	5	nt	0
CD11b adhes inh	-5	-49	-22	nt	-9	-9	-10	3	nt	0
FAK inh	5	1	4	1	1	1	-1	-1	nt	11

11) CCOc1ccc(S(=O)(=O)Nc2cccc(N(C)S(C)(=O)=O)c2)cc1
12) CCOC(=O)N1CCN(C(=O)CSc2nnc(-c3cccc(OC)c3)o2)CC1
13) Oc1cc2ccccc2cc1-c1nnc2n1-c1ccccc1SC2
14) COc1cccc(C(C(=O)NCc2ccco2)N(C(=O)Cn2nnc3ccccc32)C2CC2)c1OC (stereo unspecified)
15) COc1ccccc1N1CCN(S(=O)(=O)c2cccc3nsnc23)CC1
16) O=C1N2CCSC2=NC1(Nc1nccs1)C(F)(F)F (stereo unspecified)
17) CCc1nnc(NC(=O)c2ccc(N3C(=O)CCC3=O)cc2)s1
18) Cc1ccccc1-c1nc(CN2CCC(C(=O)NCCCN3CCCC3)CC2)c(C)o1
19) COCCn1c(C)cc(C(=O)CSc2nnc(-c3cccnc3)n2-c2ccccc2F)c1C
20) CN1C(=O)/C(=C2\SC(=S)N(CC3CCCO3)C2=O)c2ccccc21 (stereo unspecified)
compound no.	11	12	13	14	15	16	17	18	19	20
ERa coact pot	nt	95	nt	108	111	103	114	88	84	105
PLAP activator	1.5	1.5	1	1.8	1.3	1.3	1	1.8	1.5	0.9
MT1-MMP txn act	nt	1.1	nt	1.1	1.1	nt	1.2	1.1	1.3	1.1
ERa SRC1 inh	nt	-1	nt	-4	-4	-2	-3	-3	26	-1[fluorescence artefact?]
ERb coact inh	nt	-3	nt	-3	-7	2	-3	0	11	-6[fluorescence artefact?]
E coli WT exp	10	3	-8	-2	-2	-1	-1	2	-5	-5
Mac1 fbg enh	-3	-5	-5	-3	2	2	-5	-2	20	-1
CD11b adhes inh	27	-21	-33	-3	5	-21	-41	87	-13	-14
FAK inh	-2	1	1	-5	3	-2	nt	0	3	-5

21) CC(=O)Nc1nc(CC(C)C)cc(-c2ccco2)c1C#N
22) CCOC(=O)c1c(NC(C)=O)sc2c(O)cccc12
23) CCNC(=O)CSc1nc2cc(OC)c(OC)cc2c(=O)n1CCC1=CCCCC1
24) N#Cc1c2c(c(=S)n(-c3ccccc3)c1N)CCCC2
25) O=C(Oc1ccccc1)c1ccc(COC(=O)c2cnccn2)cc1
26) O=C(NCc1ccco1)C12CC3CC(CC(C3)C1)C2
27) COc1cc(Nc2ccccc2Cl)c([N+](=O)[O-])nc1[N+](=O)[O-]
28) Cc1nn(Cc2ccccc2)c(C)c1NC(=O)CSc1nc(C2CC2)nc2c1cnn2-c1ccccc1
29) Cc1noc(C)c1S(=O)(=O)N1CCCCC1
30) Cc1cc(=O)oc(C)c1C(=O)Nc1cccc2nonc12
compound no.	21	22	23	24	25	26	27	28	29	30
ERa coact pot	113	81[fluorescence artefact?]	139	85	95	104	108	nt	112	108
PLAP activator	0.9	0.8	1.9	1.3	0.8	nt	0.8	1.5	0.8	0.9
MT1-MMP txn act	1.1	1	1	1.1	1.3	1.3	1.1	nt	1.1	1.3
ERa SRC1 inh	-27	7[fluorescence artefact?]	15[fluorescence artefact?]	12[fluorescence artefact?]	-6	-1	-4	nt	-9	11
ERb coact inh	-20[fluorescence artefact?]	5	10[fluorescence artefact?]	25[fluorescence artefact?]	-4	2	7	nt	1[fluorescence artefact?]	8
E coli WT exp	3	nt	nt	-11	11	nt	4	-1	7	-9
Mac1 fbg enh	-2	0	1	1	-1	nt	-1	11	-3	-3
CD11b adhes inh	-8	-4	8	-6	-3	nt	-11	6	-16	-14
FAK inh	0	nt	nt	-1	-2	-1	0	-6	-2	2

31) Cc1ccc(N=C2SCCCN2C(=O)c2ccco2)cc1Cl
32) O=[N+]([O-])c1ccc(Sc2nnnn2-c2ccccc2)c(Cl)c1
33) O=C(O)C1CC=CCC1C(=O)Nc1cccc(Cl)c1 (stereo unspecified)
34) CCCc1cc(=O)[nH]c(SCC(=O)N(Cc2ccccc2)C(C)C)n1
35) CCN1CCCC1CN(Cc1cc2cc(C)ccc2[nH]c1=O)C(=O)Nc1ccccc1OC (stereo unspecified)
36) COc1ccccc1NC(=O)C1CC(=O)N(c2ccc(F)cc2)C1 (stereo unspecified)
37) CC(C)CCNC(=O)C1CCN(S(=O)(=O)c2ccc3c(c2)CCC(=O)N3)CC1
38) CCN(CC)CCCNC(=O)c1cc(-c2ccc(Cl)c(Cl)c2)on1
39) Cc1ccccc1-c1nnc(SCc2ccc(F)cc2)o1
40) CC(NC(=O)C(C)(C)C)c1nc2ccccc2n1C (stereo unspecified)
compound no.	31	32	33	34	35	36	37	38	39	40
ERa coact pot	111[fluorescence artefact?]	107	116	84	105	136[fluorescence artefact?]	141	nt	117	101
PLAP activator	0.9	nt	1.1	1.4	1.6	0.8	0.9	1.2	0.9	0.9
MT1-MMP txn act	1.3	0.9	1.1	1.1	1.1	1	1.1	1.1	1.3	1.1
ERa SRC1 inh	-35	0	5[fluorescence artefact?]	6	4	11	-12	nt	2	6[fluorescence artefact?]
ERb coact inh	-38	12	3[fluorescence artefact?]	9	4	-3[fluorescence artefact?]	-3	nt	-6	0[fluorescence artefact?]
E coli WT exp	15	10	-16	1	6	0	3	18	-1	-1
Mac1 fbg enh	-3	2	-1	-4	3	-2	15	0	0	2
CD11b adhes inh	0	-40	0	-8	-5	-31	-14	-14	-3	-8
FAK inh	4	6	-3	2	6	-1	0	5	-2	nt

41) COCCNC(=O)COc1cccc(Oc2ccccc2)c1
42) c1ccc(Cc2nnc3sc(-c4cccnc4)nn23)cc1
43) CC(C)Nc1ncnc2c1nnn2Cc1ccccc1
44) COCCCn1c(SCc2nnc(-c3ccc(OC)c(OC)c3)o2)nc2ccccc2c1=O
45) O=S(=O)(Cc1ccccc1)NCc1cccnc1
46) O=C(O)CCCNC(=O)c1cncc(O)c1
47) CC(=O)Nc1sc2c(c1C(c1ccc(Cl)cc1)N1CCOCC1)CCCC2 (stereo unspecified)
48) O=c1nc2n(c3sc4c(c13)CCC4)Cc1ccccc1-2
49) COCCn1c(C)cc(C2=NNC(=Nc3ccccc3F)SC2)c1C
50) Cc1ccc2c(c1)CCCN2C(=O)c1cc2ccccc2oc1=O
compound no.	41	42	43	44	45	46	47	48	49	50
ERa coact pot	72	93	101	90	108[fluorescence artefact?]	nt	89	110	105	92
PLAP activator	1.1	1	0.9	nt	1	1.3	1.6	nt	1.7	0.7
MT1-MMP txn act	1.2	1.2	0.9	1.3	nt	nt	1.3	1.6	nt	1
ERa SRC1 inh	8	-1	-3	-7	3	nt	-3	-18	-25	5
ERb coact inh	17[fluorescence artefact?]	-6	-4	-1	1	nt	-2	-25	-23	13
E coli WT exp	3	3	4	nt	7	-15	5	nt	-12	0
Mac1 fbg enh	nt	17	-4	nt	1	-4	-3	nt	25	-2
CD11b adhes inh	nt	-27	-9	nt	-16	14	7	nt	30	-20
FAK inh	1	-1	-1	0	2	-3	2	nt	0	0

51) Cc1nn(C)cc1CNC(=O)c1ccccc1Br
52) CCCNS(=O)(=O)c1ccc(OC)c(Cl)c1Cl
53) O=C(c1ccc(Cl)c(Cl)c1)N(Cc1ccco1)c1ccc(O)cc1
54) COc1ccc(CN2C(=O)CN(C3CCCCCC3)C(=O)C2c2ccc(OC)c(OC)c2)cc1 (stereo unspecified)
55) Cn1c(=O)c2cc(S(=O)(=O)NC(C(=O)NCc3ccccn3)c3ccccc3)ccc2n(C)c1=O (stereo unspecified)
56) N#Cc1c(Cl)c(Cl)c2nnc(-c3ccc(Br)cc3)n2c1Cl
57) Cc1cc(C)nc(-n2nc(C)cc2NC(=O)CN2CCCC(C)C2)n1 (stereo unspecified)
compound no.	51	52	53	54	55	56	57
ERa coact pot	113	88	47	133	nt	nt	122
PLAP activator	1	1	1.1	1.1	1	1	1.5
MT1-MMP txn act	1.1	1.3	1.1	1.3	nt	nt	1.2
ERa SRC1 inh	-14	8[fluorescence artefact?]	4	4	nt	nt	-1
ERb coact inh	-12	6	-3	-9	nt	nt	2
E coli WT exp	-3	0	3	0	3	6	6
Mac1 fbg enh	0	-5	1	nt	-2	-2	-2
CD11b adhes inh	-15	-8	9	nt	-12	-20	-9
FAK inh	1	2	0	-2	0	-6	1

8 entries from above, with tabs.
No.	mol	ERa coact pot	PLAP activator	MT1-MMP txn act	ERa SRC1 inh	ERb coact inh	E coli WT exp	Mac1 fbg enh	CD11b adhes inh	FAK inh
39	Cc1ccccc1-c1nnc(SCc2ccc(F)cc2)o1	117	0.9	1.3	2	-6	-1	0	-3	-2
40	CC(NC(=O)C(C)(C)C)c1nc2ccccc2n1C (stereo unspecified)	101	0.9	1.1	6[fluorescence artefact?]	0[fluorescence artefact?]	-1	2	-8	nt
41	COCCNC(=O)COc1cccc(Oc2ccccc2)c1	72	1.1	1.2	8	17[fluorescence artefact?]	3	nt	nt	1
42	c1ccc(Cc2nnc3sc(-c4cccnc4)nn23)cc1	93	1	1.2	-1	-6	3	17	-27	-1
43	CC(C)Nc1ncnc2c1nnn2Cc1ccccc1	101	0.9	0.9	-3	-4	4	-4	-9	-1
44	COCCCn1c(SCc2nnc(-c3ccc(OC)c(OC)c3)o2)nc2ccccc2c1=O	90	nt	1.3	-7	-1	nt	nt	nt	0
45	O=S(=O)(Cc1ccccc1)NCc1cccnc1	108[fluorescence artefact?]	1	nt	3	1	7	1	-16	2
46	O=C(O)CCCNC(=O)c1cncc(O)c1	nt	1.3	nt	nt	nt	-15	-4	14	-3
